Screening data (PubChem)
KCNH2 3.1 block = qHTS for Inhibitors of KCHN2 3.1: Mutant qHTS. hit rate 0.95% among 340,000. Potassium voltage-gated channel subfamily H member 2, brain isoform KCNH2 3.1 (human). U2OS KCNH2 3.1, thallium flux FluxOr; active compounds read low. activity change, % (tested at about 1.8 µM);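 active means maximum activity change below -70%; inconclusive means maximum activity change from -70% to -50%; inactive means maximum activity change above -50%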;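 further: thallium influx rate constant from kinetic fluorescence after stimulation buffer; on the % scale 0 is the no-effect control and ±100 the full control effect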
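U2OS cells transduced with KCNH2 3.1 mutant virus (1.77 x 10^8 /mL, 4 h), plated overnight at 37 C, loaded 45 min with FluxOr dye plus Red40 quencher. Thallium flux rate constant from kinetic reads after stimulation buffer, normalised to controls.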
AT treatment = qHTS Assay for Identifying a Potential Treatment of Ataxia-Telangiectasia. […] A-T fibroblasts, KAP-1 phosphorylation AlphaLISA; neocarzinostatin DNA damage 30 min before lysis. Potency, µM (top dose mostly 57.5 µM), without a hit: at the highest dose activation, hits mostly activators. hit rate 0.19% among 320,000. AID 485349, 2010; further: potency means the concentration at half of the fitted maximal effect; % of control where 0% means no effect; nearly all actives have a fitted effect of over 45% in size
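hTERT-immortalized A-T patient fibroblasts ([…]), 500 cells/well in OPTI-MEM, 1% FBS, got compounds for 60 min, then NCS for 30 min at 37C. Lysates were then assayed for phospho-KAP-1 by AlphaLISA (anti-pKAP1 donor, anti-KAP1 acceptor beads), 6 hr at 25C.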
TRPV1 agonist = HTS Assay for Compounds that Act as Agonists of the Vanilloid Receptor 1; Transient receptor potential cation channel subfamily V member 1 (Homo sapiens), Q8NER1; TRPV1-expressing cells, Fluo-8 calcium influx, agonist mode; activation, % at 8.33 µM; hit rate 0.19% among 320,000; AID 540275, 2011; in the data active means activation above about 80%; inconclusive means between about 30% and that limit; further: 0% is about no effect
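Cells expressing TRPV1 were dye-loaded with Fluo-8 and read kinetically: 10 s baseline, 3 min after compound (agonist portion), then 2 min after EC20 capsaicin (allosteric enhancer portion). Calcium-bound dye fluorescence at 480/520 nm.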
a7 integrin act = qHTS for Activators of Integrin-Mediated Alleviation for Muscular Dystrophy. Potency, µM (series often up to 38.3 µM), for the others: at the highest dose activation, actives largely listed as activators. hit rate 0.064% among 350,000. alpha7betagal myoblasts, beta-gal FDG fluorescence, 48 h;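 further: potency means the concentration at half of the fitted maximal effect; 100% = response of the positive control SU9516; nearly all actives have a fitted effect of over 60% in size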
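alpha7betagal+/- myoblasts (passage 13, 250/well) treated 48 h at 37C with compounds at 1:260 dilution of DMSO stock. Lysed, then beta-galactosidase activity read as FDG fluorescence (ex 480/em 540) after 30 min, with pre-read for autofluorescence.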
MBNL1 CUG block = qHTS Assay for Inhibitors of MBNL1-poly(CUG) RNA binding. Muscleblind-like protein 1 (Homo sapiens), Q9NR56. TR-FRET MBNL1-His/biotin-(CUG)12 binding, 665/545 ratio. Potency, µM (series often up to 57.5 µM), for the others: at the top dose activity change, negative = inhibition, usual class: inhibitors. hit rate 0.036% among 280,000; active means well fitted inhibition curve with a large enough effect in the signal ratio, with a control signal flat, not every such curve was filed as active; inconclusive means small, poorly fitted or top-dose-only effect, or effect the other way, or a change in a side signal; inactive means no such curve, though single readings can be large or run the other way; the % refers to the signal ratio; further: potency means the concentration at half of the fitted maximal effect; on the % scale 0 is the no-effect control and ±100 the full control effect
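TR-FRET between His-tagged MBNL1 and biotin-(CUG)12 RNA, detected with Tb anti-His antibody (0.055 ng/ul) and streptavidin-XL665 (5 nM), 60 min at room temperature. Compounds titrated 92 nM to 58 uM; 665/545 nm ratio normalized to buffer and complex controls.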
MLL CXXC-DNA inh = qHTS Fluorescence Polarization Assay for Inhibitors of MLL CXXC domain - DNA interaction; MLL-CXXC / FITC-HOXA9 DNA fluorescence polarization; AID 2662, 2010; Potency, µM (highest dose often 115 µM), for the others: at the highest dose activity change, negative = inhibition, usual class: inhibitors; hit rate 0.037% among 290,000; Histone-lysine N-methyltransferase 2A (Homo sapiens), Q03164; active means well fitted inhibition curve with a large enough effect in the polarisation, with a control signal flat, not every such curve was filed as active; inconclusive means small, poorly fitted or top-dose-only effect, or effect the other way, or a change in a side signal; inactive means no such curve, though single readings can be large or run the other way; the % refers to the polarisation; further: potency means the concentration at half of the fitted maximal effect
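Steps: dispense CXXC domain solution (7 uM) → pin compounds or unlabeled HOX-A9 DNA control → 5 min ambient → add FLSN-HOX-A9 solution (50 nM) → spin → 30 min ambient → fluorescence polarization. Tris pH 7.5/NaCl/DTT/BSA buffer.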
FBPA coupling cs = qHTS Assay for Inhibitors of Fructose-1,6-bisphosphate Aldolase from Giardia Lamblia: Coupling assay counterscreen; coupling enzyme system counterscreen, AmpLite Red fluorescence; activity change, negative = inhibition, % at 58.2 µM, hits read low; hit rate 0.67% among 290,000; AID 2472, 2010; in the data active means activity change below about -30%; further: on the % scale 0 is the no-effect control and ±100 the full control effect
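Counterscreen lacking aldolase: glyceraldehyde-3-phosphate coupling-enzyme reagent preincubated 10 min at RT with compound (at 57.5 uM final), then substrate/coupling system with AmpLite Red added; fluorescence read at 525/598 nm after 20 min RT.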
S-ASM inh = Inhibitors of Secretory Acid Sphingomyelinase (S-ASM): qHTS | Sphingomyelin phosphodiesterase (Homo sapiens), P17405 | placental ASM, HMU-PC fluorogenic substrate, 60 min | Potency, µM (highest dose often 57.5 µM), for the others: at the highest dose activity change, negative = inhibition, hits mostly inhibitors | hit rate 0.006% among 340,000; further: potency means the concentration at half of the fitted maximal effect
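HMU-PC0 cleavage (9 uM final) by human placental ASM, 60 min at 37 °C following 10 min compound exposure at RT; stopped at pH 10, fluorescence Ex 386/Em 447 nm.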
hERG WT inh = qHTS for Inhibitors of KCHN2 3.1: Wildtype qHTS | Voltage-gated inwardly rectifying potassium channel KCNH2 (Homo sapiens), Q12809 | activity change, % at 1.84 µM | hit rate 0.37% among 340,000 | U2OS, BacMam KCNH2, thallium flux FluxOr; active compounds read low;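 active means maximum activity change below -70%; inconclusive means maximum activity change between -70% and -50%; inactive means maximum activity change above -50%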; further: on the % scale 0 is the no-effect control and ±100 the full control effect
Target sequence (Q12809 whole entry, looked up): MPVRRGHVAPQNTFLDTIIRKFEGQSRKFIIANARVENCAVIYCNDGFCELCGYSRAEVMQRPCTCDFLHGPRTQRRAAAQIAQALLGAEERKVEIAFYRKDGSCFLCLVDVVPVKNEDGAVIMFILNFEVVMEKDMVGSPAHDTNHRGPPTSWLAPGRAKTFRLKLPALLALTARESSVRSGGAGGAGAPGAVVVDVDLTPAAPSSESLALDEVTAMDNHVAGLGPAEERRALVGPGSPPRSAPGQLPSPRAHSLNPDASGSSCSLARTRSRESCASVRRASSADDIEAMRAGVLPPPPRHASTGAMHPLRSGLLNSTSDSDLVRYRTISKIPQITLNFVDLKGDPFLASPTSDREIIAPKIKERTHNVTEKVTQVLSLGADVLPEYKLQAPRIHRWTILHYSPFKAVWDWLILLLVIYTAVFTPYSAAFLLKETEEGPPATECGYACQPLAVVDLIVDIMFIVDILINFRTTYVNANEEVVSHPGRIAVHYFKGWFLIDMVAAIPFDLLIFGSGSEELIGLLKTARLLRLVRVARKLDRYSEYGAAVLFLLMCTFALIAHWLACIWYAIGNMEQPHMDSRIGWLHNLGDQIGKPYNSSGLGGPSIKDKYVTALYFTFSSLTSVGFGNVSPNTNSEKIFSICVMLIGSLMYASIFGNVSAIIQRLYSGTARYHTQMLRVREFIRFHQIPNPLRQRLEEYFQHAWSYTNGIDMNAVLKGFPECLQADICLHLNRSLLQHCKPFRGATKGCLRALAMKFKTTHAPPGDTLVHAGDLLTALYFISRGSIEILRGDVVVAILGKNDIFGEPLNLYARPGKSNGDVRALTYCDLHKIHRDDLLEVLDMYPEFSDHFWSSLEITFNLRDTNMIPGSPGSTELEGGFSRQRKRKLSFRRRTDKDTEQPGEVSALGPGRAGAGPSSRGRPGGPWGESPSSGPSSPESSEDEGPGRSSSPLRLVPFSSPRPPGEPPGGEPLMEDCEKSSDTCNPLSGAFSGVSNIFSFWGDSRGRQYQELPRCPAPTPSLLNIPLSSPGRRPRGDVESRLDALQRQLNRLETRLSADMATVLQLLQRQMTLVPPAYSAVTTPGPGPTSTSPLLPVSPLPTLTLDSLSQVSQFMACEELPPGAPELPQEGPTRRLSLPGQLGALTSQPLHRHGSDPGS
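U2OS cells were transduced with wild-type KCNH2 virus (2.03 x 10^8 / mL) for 4 h at room temperature, then cultured overnight at 37 C. Thallium flux was read with FluxOr dye. Rate constants were normalized to DMSO controls.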
GALK inh = qHTS Assay for Inhibitors of Human Galactokinase (GALK). P51570. Purified GALK, Kinase-Glo residual ATP luminescence. Potency, µM (titrated, usually from 57.5 µM), without a hit: at the top dose activity change, negative = inhibition, most hits filed as inhibitors. hit rate 0.007% among 270,000. AID 1868, 2009; further: potency means the concentration at half of the fitted maximal effect; on the % scale 0 is the no-effect control and ±100 the full control effect
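Luminescence from leftover ATP (Ultra-Glo luciferase/luciferin) served as read-out after a 1 h room-temperature reaction of 5 nM GALK with 35 uM ATP and 100 uM galactose.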
Numbers without * were called inactive; ? = inconclusive; nt = not tested or not shown; [ ] = another dose, or the depositor's remark. Unless noted, the call rests on the fitted dose curve; in most records, active means well fitted curve in the direction sought with a large enough effect; inconclusive means small, poorly fitted or top-dose-only effect, or another doubt; inactive means no such curve, though single readings can be large; an effect the other way counts as inactive or inconclusive.

The line under a structure holds: KCNH2 3.1 block	AT treatment	TRPV1 agonist	a7 integrin act	MBNL1 CUG block	MLL CXXC-DNA inh	FBPA coupling cs	S-ASM inh	hERG WT inh	GALK inh
1. CCCCn1c(N)c(N(CC(C)C)C(=O)CSc2nnc(-c3ccc(Cl)cc3)o2)c(=O)[nH]c1=O
  -7	6%	3	8%	nt	nt	nt	5%	-5	nt
2. Cc1cc(Br)c2c(c1)=C(c1sc(N3CCCCCC3)nc1O)C(=O)N=2
  4	-1%	1	24%	6%	-1%	-1	-1%	-20	-2%
3. CCOC(=O)c1c(C)[nH]c(C(=O)Cn2nnc(-c3ccccc3Cl)n2)c1C
  7	?	-1	-20%	31%[activator]	1%	-1	-7%	-2	-2%
4. C/C(=N\NC(N)=O)c1ccc(Cl)cc1
  10	17%	-6	0%	3%	11%	3	4%	0	0%
5. Cc1ccccc1C(=O)Nc1nnc(-c2cccnc2)o1
  4	-3%	0	34%	2%	-16%	2	1%	1	-1%
6. Oc1ccc(N2CCN(c3ncnc4sc(-c5ccccc5)cc34)CC2)cc1
  5	20%	-2	0%	8%	-23%	1	?	-8	3%
7. Cc1ccnc(SC2CC(=O)N(c3ccc(C(C)C)cc3)C2=O)n1 (stereo not given)
  1	8%	-2	5%	-3%	?	4	3%	0	-4%
8. COc1ccc2c(c1)CCc1cc(C(=O)O)sc1-2
  5	-7%	0	-31%	21%	-1%	0	165%[activator]	-13	-2%
9. Cc1cccc(N/C(N)=N/c2nc(C)c(Cc3ccccc3)c(=O)[nH]2)c1
  -3	7%	3	?	1%	12%	0	-4%	14	0%
10. Nc1nc(Cl)cc(N2CCC(c3cc(-c4ccc(Cl)cc4Cl)n[nH]3)CC2)n1
  -41	-9%	5	-25%[7.66 µM]	-3%	22%	-1	-15%	-4	-1%
11. Cc1ccc(N/C(N)=N/c2nc(C)cc(N3CCCCC3)n2)c(C)c1
  -97*	-2%	0	-66%[inhibitor]	-8%	2%	3	-4%	-14	5%
12. CCCC(=O)Nc1ccc(Cl)c(NC(=O)CC)c1
  -14	6%	-1	9%	-5%	11%	3	4%	10	6%
13. CCCCCN1C(=O)Cn2c(nc3ccccc3c2=O)C1C (stereo not given)
  -7	4%	1	15%	-3%	-5%	-1	1%	3	1%
14. O=C(O)C(c1ccccc1)N1C(=O)/C(=C\c2ccc(-c3ccc(Br)cc3)o2)SC1=S (stereo not given)
  17	-13%	21	9%	-3%	?	2	-5%	-12	-20%
15. Cc1onc(-c2ccccc2)c1C(=O)N/N=C/c1cn(C)c2ccccc12
  -4	-1%	0	-30%	-6%	9%	-22	-2%	-3	14%
16. Cc1cc(NC(=O)c2ccc(NC(=O)C3CCCO3)cc2)ccc1Br (stereo not given)
  2	1%	2	13%	9%	1%	0	1%	31	3%
17. CCCOc1ccc(C2c3c(oc4cc(C)c(C)cc4c3=O)C(=O)N2CCCN(C)C)cc1 (stereo not given)
  3	11%	1	0%	-2%	1%	-1	10%	-2	0%
18. CCCCCCCCCCCC(=O)NC(C(=O)OCC)C(O)c1cccc([N+](=O)[O-])c1 (stereo not given)
  2	15%	nt	-60%[inhibitor]	-2%	-7%	0	?	-5	-2%
19. COC(CNC(=O)c1ccc2c(c1)nc(C)n2-c1ccc(F)c(F)c1)OC
  -11	-2%	-3	16%	3%	-3%	2	2%	25	-3%
20. O=C(O)CN1C(=O)/C(=C\c2ccccc2OCc2ccc(F)cc2)SC1=S
  9	-2%	0	11%	12%	-5%	16	20%	4	nt
21. COc1ccnc(CSC(N)=Nc2ccccc2C(F)(F)F)c1
  6	3%	2	2%	34%[activator]	16%	-14	4%	-3	1%
22. COc1ccccc1C(=O)N(Cc1ccc(C)o1)C1CCS(=O)(=O)C1 (stereo not given)
  8	-2%	3	-7%	-4%	10%	nt	2%	-2	-5%
23. Cc1nn(-c2ccc(F)cc2)c(Cl)c1/C=N/NC(=O)c1ccc(O)cc1
  0	3%	?	-28%	-2%	3%	5	-3%	1	13%
24. COc1ccc(C(=O)N/N=C/c2sc(=O)n(Cc3cccc(C(=O)O)c3)c2Cl)cc1
  4	-6%	-1	-1%	?	16%	-1	-2%	4	nt
25. COc1cccc(-c2csc(N3CCN(CC(=O)NNC(=O)c4ccc(Cl)cc4)CC3)n2)c1
  -24	0%	21	?	41%[activator]	17%	0	-6%	6	3%
26. Cc1cccc2nc3ccccc3cc12
  2	nt	nt	18%	nt	nt	nt	247%[activator]	5	nt
27. O=C(NCCc1ccccc1Cl)c1ccc2nc3ccccc3c(=O)n2c1
  -14	-1%	-1	33%	10%	3%	3	432%[activator]	nt	nt
28. Nc1nn(-c2ccccc2)nc1C(=O)OCc1ccccc1F
  nt	4%	18	nt	-1%	17%	0	nt	nt	1%
29. COCCNC(=O)CC(=O)N/N=C/c1cccc(C(=O)OC)c1
  -13	-2%	-9	5%	9%	-13%	-5	-2%	2	0%
30. CCOc1ccc(N2C(=O)c3ccccc3C2=O)cc1
  -9	1%	-3	-3%	16%	1%	3	-2%	0	-1%
31. S=c1[nH]nc(C2CC2c2ccc(Cl)cc2)n1-c1ccc(Cl)cc1 (stereo not given)
  -21	-10%	0	23%	-7%	0%	5	-7%	-1	1%
32. CCCOC(=O)c1[nH]c2c(c1C)C(=O)CC(c1cccs1)C2 (stereo not given)
  9	1%	?	-9%	-6%	7%	-2	0%	-9	0%
33. CCOC(=O)c1c(CN(C)C)n(-c2ccccc2)c2cc(Br)c(O)cc12
  -4	-3%	1	-21%	0%	4%	-2	-1%	23	2%
34. CC(=O)c1ccc(NC(=S)NNC(=O)c2ccccc2[N+](=O)[O-])cc1
  10	-8%	0	12%	?	5%	3	1%	-12	-1%
35. Cc1ccc(C(C[N+](=O)[O-])c2c(-c3ccccc3O)[nH][nH]c2=O)cc1 (stereo not given)
  -9	0%	0	-74%[inhibitor]	-4%	12%	-6	-6%	0	-3%
36. O=C(O)c1cccc(CSc2nnc(Cc3ccccc3)o2)c1
  -14	-1%	1	18%	-4%	-4%	6	-1%	-2	1%
37. O=C1NC(=NCc2ccccc2)NC1(c1ccccc1)c1ccccc1
  19	nt	nt	-10%	nt	nt	nt	0%	3	nt
38. CC(C)n1c(SCC(=O)Nc2ccccc2)nc2c1c(=O)[nH]c(=O)n2C
  15	0%	1	-1%	nt	7%	3	-3%	-3	-1%
39. O=c1oc2c3c(nn2c2ccccc12)CCCC3
  0	10%	1	-3%	6%	4%	3	2%	11	3%
40. Cc1ccc(/C=N/NC(=O)CCCOc2ccc(Cl)cc2Cl)cc1[N+](=O)[O-]
  -27	-1%	-1	-7%	-1%	-6%	-14	-27%	-10	-3%
41. Cc1cc(C)nc(/N=C(\N)Nc2ccc(S(=O)(=O)O)cc2)n1
  2	2%	1	-3%	-3%	-5%	1	1%	-13	8%
42. COc1cccc(CN(CC(=O)NCC2CCCO2)C(=O)CNS(=O)(=O)c2ccccc2)c1 (stereo not given)
  -11	nt	nt	19%	nt	nt	nt	0%	5	nt
43. Clc1ccc(-c2nnc(-c3ccccc3)nc2-c2c[nH]c3ccccc23)cc1
  -32	2%	19	0%	-3%	4%	3	30%	-2	1%
44. CCCCN(CCCC)CCNC(=O)c1cn(C)c2ccc(S(=O)(=O)N(C)C3CCCCC3)cc2c1=O
  -2	-5%	23	10µM*	-4%	0%	5	13%	0	-1%
45. CC1=CC(=O)N(c2cccc(C(F)(F)F)c2)C1c1ccc(Cl)cc1 (stereo not given)
  -1	-3%	3	-3%	-8%	-2%	nt	-6%	2	-1%
46. Cn1cc([N+](=O)[O-])c(C(=O)NCc2ccccc2)n1
  1	-3%	1	0%	nt	3%	-1	0%	0	-1%
47. CCCC(OC(=O)CN1C(=O)COc2ccccc21)C(=O)NC1CCCC1 (stereo not given)
  10	2%	0	-7%	-2%	11%	3	-3%	-2	-3%
